AID2073 = inhibitors of Mint1-CaV2.2 protein interaction, biochemical, HTRF (AID 2073); HTRF protein-protein interaction, Mint1-CaV2.2; higher % means a stronger effect; inhibition, % at 20 µM, or IC50 in µM where a hit was titrated; actives 0.19% (n = 290,000); in the data active = inhibition mostly above about 51%, no sharp cut-off; inconclusive = no clear call, values can overlap the other calls; inactive = mostly below about 53%; also: some results filed as inactive read as strong as hits
Dengue-2 NS5 capping = Dengue-2 NS5 methyltransferase inhibitors, primary screen, biochemical, confirmation dose response (AID 588689). Dengue-2 NS5 methyltransferase capping enzyme assay, biochemical; higher % means a stronger effect. inhibition, % at 25 µM, or IC50 in µM where a hit was titrated. actives 0.3% (n = 340,000); in the data active = a potency from the dose series; inconclusive = inhibition above about 29% without an active follow-up result
Yfh1-off respiration = mitochondrial function rescue without frataxin homolog – Friedreich's ataxia, plus single-dose screen, dose response (AID 1465). one-dose fold induction at 50 µM; EC50 in µM for titrated hits. actives 0.074% (n = 220,000). S. cerevisiae Yfh1-off respiration, WST-1 reduction, 72 h; higher fold induction means a stronger effect;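 active = fold induction of absorbance versus untreated yeast above a set limit, then at least 30% activation at any dose in follow-up; inconclusive = repeats straddling the limit, or above it without dose testing; inactive = fold induction below the set limit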;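 also: activators that raise dye reduction in frataxin-depleted yeast; strong numbers were not always called active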
KOR beta-arrestin-1 = KOR agonists, beta-arrestin recruitment, primary screen, cell-based, luminescence, uHTS (AID 1777) | actives 0.02% (n = 280,000) | KOR beta-arrestin recruitment, luminescence; higher % means a stronger effect | activation, % at 10 µM; hits with a dose series show EC50 in µM; in the data active = activation above about 50%, passing the limit was not always enough; also: a part of the inactive calls stands beside numbers as strong as those of hits
West Nile antiviral = inhibition of WNV-induced cytopathic effect – cell-based, CPE readout (AID 1621) | West Nile virus-infected cells, CPE inhibition; higher % means a stronger effect | actives 0.02% (n = 290,000) | one-dose CPE inhibition, % at 10 µM; IC50 in µM for titrated hits; in the data active = a potency from the dose series; inconclusive = CPE inhibition mostly from about 3.7% at the one dose, without a potency; inactive = the rest, 99 in 100 with CPE inhibition below about 2.2%; also: strong numbers were not always called active
HEK293 NOD2/NF-kB = inhibition of NOD2-driven NF-kB reporter – cell-based, luminescence, uHTS, HEK293 (AID 1566); HEK293 NOD2/NF-kB luciferase reporter, luminescence; higher % means a stronger effect; inhibition, % at 4 µM; hits with a dose series show EC50 in µM; actives 0.63% (n = 290,000); also: many of its hits are not listed in these tables
HIV peptide binding = cell-free HIV fusion peptide-binding blockers – biochemical, uHTS, fluorescence dequenching, primary screen (AID 1986); actives 0.3% (n = 290,000); cell-free peptide binding, fluorescence dequenching, 30 min; higher % means a stronger effect; inhibition, % at 20 µM, or IC50 in µM where a hit was titrated; in the data active = inhibition mostly above about 52%, no sharp cut-off; inactive = mostly below about 76%; also: some results filed as inactive read as strong as hits
KOR beta-arrestin-2 = KOR antagonists, beta-arrestin recruitment, cell-based, luminescence, uHTS (AID 1778); KOR beta-arrestin recruitment, luminescence, antagonist mode; higher % means a stronger effect; inhibition, % at 10 µM; hits with a dose series show IC50 in µM; actives 0.091% (n = 290,000); also: strong numbers were not always called active
NOD1 NF-kB reporter = NOD1 signaling inhibitors, primary screen, cell-based, luminescence, uHTS (AID 1578); NOD1-driven NF-kB luciferase reporter cells, luminescence; higher % means a stronger effect; actives 1% (n = 290,000); one-dose inhibition, % at 4 µM; EC50 in µM for titrated hits; in the data active = inhibition mostly above about 36%, no sharp cut-off; inactive = mostly below about 34%;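 also: HEK-293T reporter cells stimulated with the NOD1 agonist gamma-tri-DAP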
* hit, by the source's call; i = inactive; ? = inconclusive; . = no result given; [ ] = another dose, or the depositor's remark. Rule as the data show it, unless noted: active = inhibition above about 50%; inactive = the rest.

Every second line gives: AID2073 | Dengue-2 NS5 capping | Yfh1-off respiration | KOR beta-arrestin-1 | West Nile antiviral | HEK293 NOD2/NF-kB | HIV peptide binding | KOR beta-arrestin-2 | NOD1 NF-kB reporter
1. Cc1ccc(CN2CCN(Cc3cn[nH]c3-c3cccc(F)c3)CC2CCO)o1 (configuration not stated)
 : 21.9% | -3.0% | i | 3.5% | 0.4% | 11.2% | -0.3% | -22.0% | -10.9%
2. CCn1c(CC(=O)Nc2ccc(C)cc2)nnc1SCC(=O)NCc1ccccc1
 : -0.9% | 1.6% | i | -6.9% | 0.4% | 7.2% | -0.9% | 17.4% | -11.1%
3. O=C(O)C1CCCN(S(=O)(=O)c2ccc(Br)cc2)C1 (configuration not stated)
 : 2.2% | -0.8% | i | 5.8% | 0.0% | 1.1% | 0.2% | -33.2% | -10.4%
4. COCCNC(=O)COc1ncnc2ccc(Br)cc12
 : 3.4% | -4.2% | i | 1.6% | 0.1% | 3.0% | -1.1% | -44.6% | -1.4%
5. COc1nc(/C(N)=N/O)nc(N2CCCCC2)n1
 : -2.5% | -2.2% | i | 1.8% | 0.7% | -3.2% | -1.0% | -33.1% | 0.3%
6. COc1ccc(C(C(=O)NC2CCCC2)N(Cc2ccc(C)cc2)C(=O)c2ccn[nH]2)cc1OC (configuration not stated)
 : 18.2% | -0.3% | i | 4.2% | 0.1% | 4.1% | -0.9% | -19.8% | 1.8%
7. O=C(CCN1CCN(c2ccc(F)cc2)CC1)Nc1ccccc1F
 : -4.2% | -8.9% | i | -3.2% | 0.1% | -29.9% | -1.3% | 18.9% | .
8. NC(=O)CSc1nc2scc(-c3ccco3)c2c(=O)n1-c1ccccc1
 : 43.5% | 0.0% | i | 5.5% | 0.4% | -5.3% | 16.0% | -3.2% | -16.2%
9. Cc1cccc(C2c3[nH]c4ccccc4c3CCN2Cc2cnn(-c3ccc(F)cc3)c2)n1 (configuration not stated)
 : 11.6% | . | i | . | -0.2% | -9.9% | 0.0% | 8.0%[20 µM] | -27.7%
10. CNC(=S)Nc1ccc(-c2nc3ccc(C)cc3s2)cc1
 : 31.0% | 1.5% | i | -4.4% | -1.4% | -170.2% | -0.4% | -9.8% | -29.5%
11. CCN1C(=O)S/C(=C/c2c(OCc3ccc(C(=O)O)cc3)ccc3ccccc23)C1=O
 : 6.9% | 8.6% | i | 2.5% | 0.0% | 5.4% | 43.0% | -60.4% | -0.2%
12. O=C(CSc1nnc(C2CC2)n1Cc1ccccc1)N1CCN(S(=O)(=O)c2ccccc2)CC1
 : -15.4% | -8.9% | i | -10.2% | 0.3% | -0.7% | -1.0% | 14.5% | -10.7%
13. COc1ccccc1C1(CCNC(C)c2cccs2)CCOC(C(C)C)C1 (configuration not stated)
 : 10.5% | . | i | 1.5% | -1.4% | 7.5% | -1.2% | 20.9% | -1.0%
14. O=C(Nc1ccccc1-c1ccccc1)c1ccccc1[N+](=O)[O-]
 : 7.8% | 4.0% | . | -4.3% | -0.7% | 18.1% | -1.1% | 9.4% | 4.9%
15. Cc1ccc(CNC(=O)C2CCCN2C(=O)Nc2ccc(F)cc2)cc1 (configuration not stated)
 : ? | 3.5% | . | 5.0% | -0.9% | -7.7% | 1.8% | -12.5% | -12.9%
16. CC(C)(C)n1ncc(Oc2ccccc2[N+](=O)[O-])c(Cl)c1=O
 : -3.1% | 3.2% | i | 7.5% | -1.8% | 19.7% | -0.4% | -19.5% | 12.6%
17. CCn1cc(C2=NCC(C)O2)c2ccccc21 (configuration not stated)
 : 0.4% | -0.8% | i | -3.3% | -0.2% | 7.2% | -3.7% | 14.4% | 2.9%
18. OCc1ccccc1NC(=S)Nc1cccnc1
 : -8.1% | -2.7% | i | -7.7% | -0.1% | 2.9% | -0.4% | 18.6% | -23.4%
19. O=C(N=c1ccn(-c2nc3ccccc3nc2NS(=O)(=O)c2ccccc2)cc1)c1cccs1
 : 43.3% | 3.7% | i | 7.0% | -0.2% | -7.4% | 18.0% | -0.3% | -46.9%
20. NS(=O)(=O)c1ccc(CCNC(=O)CSCc2ccccc2)cc1
 : 9.1% | -2.3% | i | -3.8% | 0.3% | 13.2% | 1.4% | -35.9% | -16.1%
21. COc1ccc(C(=O)c2sc(Nc3ccccc3)nc2N)cc1
 : 0.7% | 2.9% | . | 5.5% | 1.4% | -58.3% | -0.6% | -33.0% | -20.3%
22. COc1ccc([N+](=O)[O-])cc1NC(=O)c1ccc(-n2nc(C)cc2C)cc1
 : 13.0% | -5.7% | i | -3.3% | 0.2% | 10.5% | -1.0% | -2.8% | -33.2%
23. CCCN1C(=O)C2C(C(=O)Nc3cccc(OC)c3)C3C=CC2(O3)C1C(=O)NC1CCCCC1 (configuration not stated)
 : -1.0% | -11.7% | i | -5.2% | -0.7% | -0.6% | 1.6% | 11.0% | -14.5%
24. COc1ccc(C(=O)OC(C)C(=O)Nc2cc(C(F)(F)F)ccc2Cl)c(OC)c1OC (configuration not stated)
 : -6.1% | -0.7% | i | 0.7% | -0.4% | 12.6% | -2.5% | 23.2% | -15.5%
25. O=C(NCc1cccnc1)c1ccc([N+](=O)[O-])cc1
 : 3.7% | -7.8% | i | 7.0% | 0.6% | 10.4% | 0.2% | -23.3% | -5.3%
26. CCc1ccc(NC(=O)NCC2CCN(c3ccc(OC)cc3)C2)cc1 (configuration not stated)
 : -10.9% | 11.5% | ? | -2.0% | -0.5% | -10.9% | 0.6% | -1.7% | -4.9%
27. CCNC(=O)CC1C(=O)N(c2ccc(OC)cc2)C(=S)N1CCc1ccncc1 (configuration not stated)
 : -16.1% | -1.5% | i | 1.3% | 0.1% | -2.8% | 0.5% | -27.0% | -34.4%
28. CCN(CC)C(=O)C1CCCN(Cc2ccc(N(C)C)cc2)C1 (configuration not stated)
 : -7.3% | 6.8% | i | -4.1% | -0.5% | -21.3% | 1.2% | -44.4% | -20.1%
29. CNc1nnc(-c2ccco2)s1
 : 4.1% | 4.7% | i | -5.0% | 0.6% | -8.9% | -1.9% | 6.5% | -14.4%
30. CCOc1ccc2nc(SC3CC(=O)N(c4cccc(OC)c4)C3=O)sc2c1 (configuration not stated)
 : 3.8% | -10.2% | i | -4.2% | 2.1% | -11.5% | 3.6% | 15.9% | -28.6%
31. O=C(O)CCn1c(=O)c2ccccc2c2ccccc2c1=O
 : 2.1% | 2.1% | i | -2.1% | 0.2% | 8.8% | -2.0% | 38.1% | -14.2%
32. CCOc1ccccc1CN1CCNC(=O)C1CC(=O)N(C)CCc1ccccn1 (configuration not stated)
 : 0.3% | 0.9% | . | 6.4% | 0.5% | 5.1% | 2.5% | -10.8% | -22.2%
33. Cc1cccc(OCCNC(=O)c2cccc(Oc3ccc(C(F)(F)F)cc3[N+](=O)[O-])c2)c1
 : 5.2% | 2.2% | i | -1.6% | 0.1% | -8.2% | -0.9% | -0.7% | -23.4%
34. Cc1cccc(NC(=S)N=Nc2c(O)n(CN3CCOCC3)c3ccccc23)c1C
 : -1.8% | 10.8% | i | -5.0% | -0.6% | 12.8% | -1.0% | -23.2% | -20.2%
35. CC(C)CNc1nc(NC(C)(C)C)nc(Oc2ccc(=O)[nH]n2)n1
 : -1.5% | -6.6% | i | -4.6% | 0.3% | 4.7% | 1.4% | -24.5% | -37.8%
36. Cc1ccc(S(=O)(=O)N2CCN(C(=O)CSc3nnc(C)s3)C2)cc1
 : 19.3% | -1.4% | i | -1.0% | -0.6% | 19.6% | -0.9% | 11.8% | 12.3%
37. CCC(=O)Nc1sc2c(c1C(=O)OC)CCN(Cc1ccccc1)C2
 : -4.0% | -5.5% | . | 1.3% | -0.2% | 13.7% | 0.6% | -38.3%[20 µM] | -22.0%
38. Cc1cc(C(=O)Cn2nc(C(=O)O)c3ccccc3c2=O)c(C)n1-c1ccc(OC(F)F)cc1
 : -2.3% | -3.9% | i | 0.5% | -0.4% | 18.9% | -2.7% | -10.3% | 28.0%
39. Cc1ccc(CNCc2cc3c(C(C)(C)C)nn(-c4ccccc4)c3[nH]c2=O)cc1
 : 6.6% | 1.0% | i | -7.3% | 0.1% | -2.0% | 2.3% | -45.8% | 19.5%
40. COc1cccc(CNc2ccc([N+](=O)[O-])cc2C)c1
 : 5.1% | 0.0% | i | -5.8% | -1.7% | -6.8% | 1.3% | -8.5%[20 µM] | -4.0%
41. CCOC(=O)c1c(C)[nH]c(C(=O)Nc2ccc(NC(C)=O)cc2)c1C
 : -1.4% | -17.5% | i | -0.5% | 0.7% | -0.3% | 1.1% | 3.2% | -39.6%
42. COc1cc2c(=O)nc3n(c2cc1OC)C(c1ccccc1)N=C(N)N3 (configuration not stated)
 : 1.9% | . | i | -0.8% | 0.0% | 7.0% | 3.0% | -5.4% | -4.7%
43. CCOc1ccc(CN(C)C(=O)CNC(=O)c2cc(OC)c(OC)c(OC)c2)cc1
 : 10.8% | 1.3% | . | -5.1% | 0.2% | -12.3% | 0.7% | -8.8% | -5.8%
44. COc1ccc(C(=O)Cn2c(=N)n(C)c3ccccc32)cc1
 : -1.2% | -9.3% | i | . | -1.0% | 8.6% | -2.4% | 10.7% | -11.8%
45. CCOC(=O)NC(=O)/C(C=Nc1ccc(Cl)c(Cl)c1Cl)=C(\C)O
 : 28.7% | . | i | 0.2% | 0.4% | 13.9% | -0.1% | -58.5% | -28.4%
46. O=C(NNC(=O)c1ccccc1F)c1ccco1
 : 23.6% | 0.9% | . | 0.7% | 0.0% | 4.7% | -1.6% | 31.0% | -23.0%
47. Cc1cc(Br)cnc1NC(=S)Nc1ccc(F)cc1F
 : -24.0% | -7.6% | i | 2.1% | 0.4% | -4.4% | 1.7% | 4.9% | -22.9%
48. Cn1nc(C(F)(F)F)cc1Oc1ncc(C(F)(F)F)cc1Cl
 : 42.8% | -6.0% | i | -2.9% | . | 11.9% | 1.9% | 1.2% | -38.5%
49. O=C(c1cc2cc(Br)ccc2o1)N1CCCCC1
 : -10.2% | -11.9% | i | -3.7% | -1.1% | -91.4% | -0.8% | -0.7%[20 µM] | -53.2%
50. CCOC(=O)C1C(c2cc(OC)c(OC)c(OC)c2)NC(=S)NC1(O)C(F)(F)F (configuration not stated)
 : -57.3% | 0.0% | i | -0.9% | 1.4% | -4.8% | -2.2% | -2.2% | 11.4%

(cont.)
Every second line gives: AID2073 | Dengue-2 NS5 capping | Yfh1-off respiration | KOR beta-arrestin-1 | West Nile antiviral | HEK293 NOD2/NF-kB | HIV peptide binding | KOR beta-arrestin-2 | NOD1 NF-kB reporter
51. CC(=O)Nc1ccc(Nc2c([N+](=O)[O-])cc(S(C)(=O)=O)cc2[N+](=O)[O-])cc1
 : -0.1% | 3.8% | i | 0.1% | 0.6% | 10.8% | -0.5% | 46.6% | -9.9%
52. O=C(COc1ccc(Br)cc1CO)Nc1ccc(F)cc1
 : -1.7% | 1.1% | i | 2.6% | 0.0% | -25.7% | 2.2% | -29.9% | .
53. Cc1ccc(S(=O)(=O)N2CCN(C(=O)CSc3ccc(Cl)cc3)CC2)cc1
 : 4.9% | -2.5% | . | 0.1% | 0.4% | -5.8% | -1.6% | -64.3% | -3.5%
54. Cc1ccc[n+](C(C)C(=O)Nc2ccc([N+](=O)[O-])cc2C)c1 (configuration not stated)
 : -58.3% | 0.8% | i | -1.7% | 1.5% | 19.7% | -0.6% | 5.0% | -14.6%

A portion of the library. The share of hits here may be higher or lower than overall.
